GPR55 antagonists: GPR55 antagonists blocking LPI-driven arrestin recruitment, primary screen, imaging, U2OS, beta-arrestin-GFP, LPI agonist (AID 2013); G-protein coupled receptor 55 (Homo sapiens); U2OS GPR55 beta-arrestin-GFP translocation imaging, LPI antagonism; higher % means a stronger effect; inhibition, % at 10 µM, or IC50 in µM where a hit was titrated; 290,000 compounds, 0.13% hits;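 active means spots per cell inhibited over 60%, with over 100 cells counted and total cytoplasm intensity under 500,000; inconclusive means wells with under 100 cells, flagged as likely toxic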;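 further: U2OS cells stably carrying GPR55 and arrestin-GFP stimulated by 5 µM LPI near EC80; imaged beta-arrestin-GFP aggregate spots per cell after agonist stimulation; plate controls were LPI-stimulated DMSO wells for no effect and DMSO wells without LPI for full effect; some results filed as inactive read as strong as hits; confirmed hits need IC50 under 10 µM and bright autofluorescent wells are also inconclusive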
NTR1 ag: agonists of NTR1, primary screen, imaging, U2OS cells, beta-arrestin-GFP, high content (AID 493036). Neurotensin receptor type 1 (Homo sapiens), P30989. NTR1-U2OS beta-arrestin-GFP spot imaging, agonist mode. activation, % at 20 µM. 330,000 compounds, 0.17% hits;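 active means activation at or above 40% of the spot to cytoplasm intensity ratio, with at least 20 cells analyzed; inconclusive means wells under 20 cells, flagged as cytotoxic or low count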;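 further: 0% = DMSO without peptide and 100% = 100 nM NTR1 peptide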
Target sequence (P30989 whole entry, looked up): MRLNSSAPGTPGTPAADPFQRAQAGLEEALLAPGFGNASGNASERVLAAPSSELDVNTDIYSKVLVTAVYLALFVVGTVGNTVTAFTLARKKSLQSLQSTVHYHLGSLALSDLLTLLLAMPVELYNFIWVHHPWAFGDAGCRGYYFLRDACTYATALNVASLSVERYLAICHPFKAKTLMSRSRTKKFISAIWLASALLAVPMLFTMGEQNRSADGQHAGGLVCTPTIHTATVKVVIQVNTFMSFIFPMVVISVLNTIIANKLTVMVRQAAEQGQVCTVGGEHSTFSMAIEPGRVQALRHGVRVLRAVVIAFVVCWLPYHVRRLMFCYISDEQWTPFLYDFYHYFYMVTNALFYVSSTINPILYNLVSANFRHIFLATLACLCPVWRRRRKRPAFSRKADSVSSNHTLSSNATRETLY
KOR beta-arrestin-1: KOR antagonists, beta-arrestin recruitment, cell-based, luminescence, uHTS (AID 1778) | Kappa-type opioid receptor (Homo sapiens) | KOR beta-arrestin recruitment, luminescence, antagonist mode; higher % means a stronger effect | inhibition, % at 10 µM, or IC50 in µM where a hit was titrated | 290,000 compounds, 0.091% hits; further: strong numbers were not always called active
NOD2 inhibition: NOD2 signaling inhibitors, cell-based, luminescence, uHTS, HEK293 (AID 1566). HEK293 NOD2/NF-kB luciferase reporter, luminescence; higher % means a stronger effect. inhibition, % at 4 µM; hits with a dose series show EC50 in µM. 290,000 compounds, 0.63% hits; further: many of its hits are not listed in these tables
Myeloid diff MLP: induction of myeloid progenitor differentiation, primary screen, cell-based, flow cytometry, MLPCN library; ER-HoxA9 myeloid progenitors, lysozyme-GFP differentiation; calls only at 10 µM; 360,000 compounds, 1% hits; AID 624256, 2012;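 active means normalized GFP-positive differentiation at or above the plate's own cutoff, the solvent-only control mean plus 3 SD; inconclusive means no clear call, values can overlap the other calls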;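 further: cells exposed to compound for four days before flow analysis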
GPR55 beta-arrestin: GPR55 agonists via beta-arrestin recruitment, primary screen, imaging, U2OS cells, beta-arrestin-GFP redistribution (AID 1961). U2OS GPR55 beta-arrestin-GFP redistribution imaging; higher % means a stronger effect. one-dose activation, % at 10 µM; EC50 in µM for titrated hits. 290,000 compounds, 0.048% hits;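 active means activation above 40% with more than 50 cells counted in the well; inconclusive means wells holding fewer than 50 cells, flagged as toxic or sparse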;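 further: U2OS osteosarcoma cells stably expressing GPR55 and beta-arrestin-GFP; plate controls were DMSO negative control for no effect and LPI positive control for full effect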
T cell modulator: modulators of CD8 T cell-vesicle binding, primary screen, mouse 2C CD8+ T cells, flow cytometry. 2C CD8+ T cell-vesicle binding; active compounds read low. calls only at 7 µM. 330,000 compounds, 0.068% hits. AID 2052, 2009;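 active means response, share of CD8 T cells binding vesicles, and their 90th percentile fluorescence all below set limits, cut at about 80% in these data, passing the limit was not always enough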
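System: murine 2C transgenic CD8+ T lymphocytes; also added: QL9-loaded Drosophila micro-vesicles; times: binding 1.5 h at 37 °C; measured by: flow cytometry, PE anti-B7-1 (FL2) versus Alexa647 anti-CD8 (FL8), PFA-fixed; control set: Peptide-free naked vesicles (low) and QL9 vesicles with 0.7% DMSO vehicle (high)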
NOD1 inhibition: NOD1 signaling inhibitors, primary screen, cell-based, luminescence, uHTS (AID 1578). NOD1-driven NF-kB luciferase reporter cells, luminescence; higher % means a stronger effect. inhibition, % at 4 µM, or EC50 in µM where a hit was titrated. 290,000 compounds, 1% hits; in the data active means inhibition mostly above about 36%, no sharp cut-off; inactive means mostly below about 34%;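 further: HEK-293T reporter cells stimulated with the NOD1 agonist gamma-tri-DAP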
KOR beta-arrestin-2: KOR agonists, beta-arrestin recruitment, primary screen, cell-based, luminescence, uHTS (AID 1777); Kappa-type opioid receptor (Homo sapiens); KOR beta-arrestin recruitment, luminescence; higher % means a stronger effect; activation, % at 10 µM, or EC50 in µM where a hit was titrated; 280,000 compounds, 0.02% hits; in the data active means activation above about 50%, passing the limit was not always enough; further: a part of the inactive calls stands beside numbers as strong as those of hits
T cell modulator vesicle-bound %: second read-out of T cell modulator, no call of its own (marks repeat the call); double positive events, %; measured here: CD8+ vesicle-bound cell fraction;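 binding gate set so that unloaded-vesicle control wells show 10% double positive cells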
NTR1 ag cell count 20 µM: recorded beside NTR1 ag, whose call it bears; cell count; measured here: cell count, cytotoxicity flag
Myeloid diff MLP GFP+ MAC1+ %: recorded beside Myeloid diff MLP, whose call it bears; GFP+ MAC1+ double positive, %; measured here: differentiation confirmed by MAC1 staining
* marks the source's active call; other numbers are inactive results; [ ] = dose if it differs, or a comment. Unless noted, no stated cut-off is given here; in the data, active means inhibition above about 50%; inactive means the rest. Not all compounds are listed. The share of hits here may be higher or lower than overall.

What do the screens show for `O=C(Cn1cnc2c(nnn2-c2cccc(Cl)c2)c1=O)NCc1ccccc1`?
GPR55 antagonists: 14%; NTR1 ag: 3.2; KOR beta-arrestin-1: -5%; NOD2 inhibition: 16%; Myeloid diff MLP: inactive; GPR55 beta-arrestin: -0.1%; T cell modulator: inactive; NOD1 inhibition: -6%; KOR beta-arrestin-2: 0.4%; T cell modulator vesicle-bound %: 22; NTR1 ag cell count 20 µM: 66; Myeloid diff MLP GFP+ MAC1+ %: 1.9

What do the screens show for `COC(=O)c1oc2ccc(Br)cc2c1NC(C)=O`?
GPR55 antagonists: 1%; NTR1 ag: 4.2; KOR beta-arrestin-1: 7%; NOD2 inhibition: 4%; Myeloid diff MLP: inactive; GPR55 beta-arrestin: -0.3%; T cell modulator: inactive; NOD1 inhibition: -22%; KOR beta-arrestin-2: -5.0%; T cell modulator vesicle-bound %: 36; NTR1 ag cell count 20 µM: 48; Myeloid diff MLP GFP+ MAC1+ %: 2.1

Results for Cc1cccc(N(Cc2cc3ccc(C)cc3[nH]c2=O)C(=O)c2ccco2)c1 ?
GPR55 antagonists: 6%; NTR1 ag: 4.9; NOD2 inhibition: 5%; Myeloid diff MLP: inactive; GPR55 beta-arrestin: -0.2%; T cell modulator: inactive; NOD1 inhibition: -11%; KOR beta-arrestin-2: 2.3%; T cell modulator vesicle-bound %: 23; NTR1 ag cell count 20 µM: 57; Myeloid diff MLP GFP+ MAC1+ %: 1.2

Results for CSCCCNC(=O)c1ccccc1OC1CCN(S(C)(=O)=O)CC1 ?
GPR55 antagonists: -1%; NTR1 ag: -1.0; KOR beta-arrestin-1: -6%; NOD2 inhibition: 8%; Myeloid diff MLP: inactive; GPR55 beta-arrestin: -0.3%; T cell modulator: inactive; NOD1 inhibition: 16%; KOR beta-arrestin-2: 7.4%; T cell modulator vesicle-bound %: 47; NTR1 ag cell count 20 µM: 31; Myeloid diff MLP GFP+ MAC1+ %: 0.3

How did CCN(C1CCCCC1)S(=O)(=O)c1ccc(S(=O)(=O)NCc2ccncc2)cc1 do in these assays?
GPR55 antagonists: 18%; NTR1 ag: 0.3; KOR beta-arrestin-1: -11%; NOD2 inhibition: 38%; Myeloid diff MLP: inactive; GPR55 beta-arrestin: -0.2%; T cell modulator: inactive; NOD1 inhibition: 51%; KOR beta-arrestin-2: 2.6%; T cell modulator vesicle-bound %: 43; NTR1 ag cell count 20 µM: 68; Myeloid diff MLP GFP+ MAC1+ %: 8.4

How did COCCN(C(=O)C1=COCCO1)c1c(N)n(Cc2ccccc2)c(=O)[nH]c1=O do in these assays?
GPR55 antagonists: 16%; NTR1 ag: -1.1; KOR beta-arrestin-1: -20%; NOD2 inhibition: -2%; Myeloid diff MLP: inactive; GPR55 beta-arrestin: -0.1%; T cell modulator: inactive; NOD1 inhibition: -32%; KOR beta-arrestin-2: -0.6%; T cell modulator vesicle-bound %: 19; NTR1 ag cell count 20 µM: 60; Myeloid diff MLP GFP+ MAC1+ %: 1.0

Results for COc1cc(CNC(=O)c2ccc(Cn3nc(C)c(Cl)c3C)o2)cc(OC)c1 ?
GPR55 antagonists: 1%; NTR1 ag: -1.0; KOR beta-arrestin-1: 55%; NOD2 inhibition: -2%; Myeloid diff MLP: inactive; GPR55 beta-arrestin: 0.2%; T cell modulator: inactive; NOD1 inhibition: -19%; KOR beta-arrestin-2: 7.8%; T cell modulator vesicle-bound %: 44; NTR1 ag cell count 20 µM: 61; Myeloid diff MLP GFP+ MAC1+ %: 2.0

How did O=C(Nc1ccncc1)c1ccccc1F do in these assays?
GPR55 antagonists: -8%; NTR1 ag: -0.4; KOR beta-arrestin-1: 8%; NOD2 inhibition: 14%; Myeloid diff MLP: inactive; GPR55 beta-arrestin: 0.2%; T cell modulator: inactive; NOD1 inhibition: 42%; KOR beta-arrestin-2: -2.9%; T cell modulator vesicle-bound %: 43; NTR1 ag cell count 20 µM: 47; Myeloid diff MLP GFP+ MAC1+ %: 3.3

How did Clc1ccc(CSc2nc3ccncc3[nH]2)cc1 do in these assays?
GPR55 antagonists: 8%; NTR1 ag: -1.0; KOR beta-arrestin-1: 8%; NOD2 inhibition: -140%; Myeloid diff MLP: inactive; GPR55 beta-arrestin: -0.2%; T cell modulator: inactive; NOD1 inhibition: -40%; KOR beta-arrestin-2: -0.4%; T cell modulator vesicle-bound %: 18; NTR1 ag cell count 20 µM: 77; Myeloid diff MLP GFP+ MAC1+ %: 1.2

Results for CCOC(=O)c1nn(-c2ccccc2)c(C#N)c1NC(=O)c1nn(CC)cc1Br ?
GPR55 antagonists: -4%; NTR1 ag: 1.7; KOR beta-arrestin-1: 10%; NOD2 inhibition: 10%; Myeloid diff MLP: inconclusive; GPR55 beta-arrestin: 0.6%; T cell modulator: inactive; NOD1 inhibition: -22%; KOR beta-arrestin-2: 2.0%; T cell modulator vesicle-bound %: 38; NTR1 ag cell count 20 µM: 60

Results for O=C1CCc2cc(S(=O)(=O)NC(Cc3ccccc3)C(=O)N3CCN(c4ccccn4)CC3)ccc2N1 (stereo unspecified) ?
GPR55 antagonists: 21%; NTR1 ag: 0.3; KOR beta-arrestin-1: -10%; NOD2 inhibition: 7%; Myeloid diff MLP: inactive; GPR55 beta-arrestin: 0.7%; T cell modulator: inactive; NOD1 inhibition: -12%; KOR beta-arrestin-2: -3.9%; T cell modulator vesicle-bound %: 51; NTR1 ag cell count 20 µM: 40; Myeloid diff MLP GFP+ MAC1+ %: 0.4

How did COc1cc(Cl)cc(/C=N/NC(N)=O)c1O do in these assays?
GPR55 antagonists: 3%; NTR1 ag: 3.0; KOR beta-arrestin-1: -12%[20 µM]; NOD2 inhibition: 21%; Myeloid diff MLP: inactive; GPR55 beta-arrestin: -0.1%; T cell modulator: inactive; NOD1 inhibition: -22%; KOR beta-arrestin-2: -3.8%; T cell modulator vesicle-bound %: 46; NTR1 ag cell count 20 µM: 38; Myeloid diff MLP GFP+ MAC1+ %: 0.7

Results for CN(C)C(=O)N1CCCC(C(=O)NCCc2ccccc2)C1 (stereo unspecified) ?
GPR55 antagonists: -15%; NTR1 ag: 1.4; KOR beta-arrestin-1: 10%; NOD2 inhibition: -23%; Myeloid diff MLP: inactive; GPR55 beta-arrestin: -0.2%; T cell modulator: inactive; NOD1 inhibition: 10%; KOR beta-arrestin-2: 4.0%; T cell modulator vesicle-bound %: 10; NTR1 ag cell count 20 µM: 54; Myeloid diff MLP GFP+ MAC1+ %: 1.5

How did COc1ccccc1-n1c(-c2ccccc2)n[nH]c1=S do in these assays?
GPR55 antagonists: 3%; NTR1 ag: -1.3; KOR beta-arrestin-1: -35%[20 µM]; NOD2 inhibition: 3%; Myeloid diff MLP: inconclusive; GPR55 beta-arrestin: 0.1%; T cell modulator: inactive; NOD1 inhibition: -24%; KOR beta-arrestin-2: -6.0%; T cell modulator vesicle-bound %: 44; NTR1 ag cell count 20 µM: 52

How did O=C(CNC(=O)c1ccc(Br)cc1)NC1=NCCS1 do in these assays?
GPR55 antagonists: 10%; NTR1 ag: -0.3; KOR beta-arrestin-1: -29%; NOD2 inhibition: -2%; Myeloid diff MLP: inactive; GPR55 beta-arrestin: -0.2%; T cell modulator: inactive; NOD1 inhibition: -20%; KOR beta-arrestin-2: 4.3%; T cell modulator vesicle-bound %: 51; NTR1 ag cell count 20 µM: 41; Myeloid diff MLP GFP+ MAC1+ %: 0.8

How did O=C(O)C1=C[C@@H](c2ccc3c(c2)OCO3)C[C@@H](OCc2ccc(CO)cc2)O1 do in these assays?
GPR55 antagonists: 16%; NTR1 ag: -3.6; KOR beta-arrestin-1: 1%; NOD2 inhibition: 14%; Myeloid diff MLP: inactive; GPR55 beta-arrestin: 1.8%; T cell modulator: inactive; NOD1 inhibition: 1%; KOR beta-arrestin-2: -5.0%; T cell modulator vesicle-bound %: 11; NTR1 ag cell count 20 µM: 99; Myeloid diff MLP GFP+ MAC1+ %: 1.4

Results for CN(c1ccccc1)S(=O)(=O)c1ccc(NC(=O)c2ccco2)cc1 ?
GPR55 antagonists: 16%; NTR1 ag: 0.1; KOR beta-arrestin-1: -3%; NOD2 inhibition: -10%; Myeloid diff MLP: inactive; GPR55 beta-arrestin: -0.2%; T cell modulator: inactive; NOD1 inhibition: 9%; KOR beta-arrestin-2: 6.1%; T cell modulator vesicle-bound %: 32; NTR1 ag cell count 20 µM: 89; Myeloid diff MLP GFP+ MAC1+ %: 1.3

How did CC(C(N)=O)N1C(=O)c2cccc3cccc1c23 (stereo unspecified) do in these assays?
GPR55 antagonists: 2%; NTR1 ag: -0.9; KOR beta-arrestin-1: -27%; NOD2 inhibition: 3%; Myeloid diff MLP: inactive; GPR55 beta-arrestin: 0.0%; T cell modulator: inactive; NOD1 inhibition: 5%; KOR beta-arrestin-2: 0.3%; T cell modulator vesicle-bound %: 30; NTR1 ag cell count 20 µM: 56; Myeloid diff MLP GFP+ MAC1+ %: 0.3

How did Cc1cc(C)n2nc(SCC(=O)Nc3c(C)nn(-c4ccccc4)c3C)nc2n1 do in these assays?
GPR55 antagonists: -11%; NTR1 ag: 0.3; KOR beta-arrestin-1: 40%; NOD2 inhibition: -2%; Myeloid diff MLP: inactive; GPR55 beta-arrestin: 0.2%; T cell modulator: inactive; NOD1 inhibition: -12%; KOR beta-arrestin-2: 1.5%; T cell modulator vesicle-bound %: 38; NTR1 ag cell count 20 µM: 75; Myeloid diff MLP GFP+ MAC1+ %: 1.2

Screening data deposited in PubChem BioAssay by several laboratories.
